Assay outcomes: PubChem, The Scripps Research Institute Molecular Screening Center
TbREL1 primary: TbREL1 inhibition, primary screen. P86926. inhibition, % at 9.66 µM. TbREL1 RNA ligation, FRET fluorescence. AID 1117264. 89,000 compounds, 0.49% hits;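 active means inhibition above the mean inhibition across all screened compounds plus 3 SD, cut at about 11% in these data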;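 further: 0% = plate median of test wells and 100% = NSC42067 control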
Target sequence (P86926 whole entry, looked up): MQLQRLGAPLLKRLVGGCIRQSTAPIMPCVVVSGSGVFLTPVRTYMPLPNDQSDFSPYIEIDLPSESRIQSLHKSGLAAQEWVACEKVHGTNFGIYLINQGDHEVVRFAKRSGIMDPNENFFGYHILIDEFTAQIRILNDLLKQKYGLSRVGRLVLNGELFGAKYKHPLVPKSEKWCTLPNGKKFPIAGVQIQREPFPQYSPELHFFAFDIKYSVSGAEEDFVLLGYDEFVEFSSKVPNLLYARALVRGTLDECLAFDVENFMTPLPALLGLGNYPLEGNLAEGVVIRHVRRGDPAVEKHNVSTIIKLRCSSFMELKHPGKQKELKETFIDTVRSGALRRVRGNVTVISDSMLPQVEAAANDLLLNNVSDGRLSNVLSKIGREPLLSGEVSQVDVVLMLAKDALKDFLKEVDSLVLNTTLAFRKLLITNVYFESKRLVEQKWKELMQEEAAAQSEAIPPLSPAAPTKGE
The depositor's hits bear a star.

SMILES | TbREL1 primary
O=C(O)c1ccc(S(=O)(=O)c2ccc3c(c2)C(=O)N(CC2CCCO2)C3=O)cc1 (stereo not drawn) | 1
COc1ccc2cc(C3(C)NC(=O)N(CC(=O)Nc4c(C)n(C)n(-c5ccccc5)c4=O)C3=O)ccc2c1 (stereo not drawn) | 0
Cc1cccc(CN2[C@@H](C)[C@H](c3ccccc3)Oc3cc(Br)ccc3S2(=O)=O)c1 | 2
O=C(NC(=S)Nc1ccccc1N1CCCCC1)c1ccc(F)cc1 | -3
CC(=O)N/N=C/c1cc(C)n(-c2ccc(Br)cc2)c1C | -4
COC(=O)CCCC1=CC2=C(c3ccccc3)C(=O)C(C)(OC(=O)C3CCCC3)C(=O)C2=CN1C(CO)CO (stereo not drawn) | 2
CCOC(=O)c1sc(C)c2c1NC(c1ccc(Cl)cc1)NC2=O (stereo not drawn) | -3
COc1ccc(NC(=O)C(NC(C)=O)C(=O)NCc2ccc(F)cc2)cc1 (stereo not drawn) | -1
O=C(CCNC(=O)Cn1ccc2ccccc2c1=O)NCCC1=CCCCC1 | -3
CN1OC[C@@H]2CN(C(=O)NC3CCCCC3)[C@H](c3ccc(N4CCCCC4)cc3)C[C@@H]21 | -2
O=C(NCCN1C(=O)C2C3C=CC(C3)C2C1=O)c1cc(Cl)cc(Cl)c1 (stereo not drawn) | -2
CCc1ccc(NC(=S)N2CCN(c3cccc(C(F)(F)F)c3)CC2)cc1 | -3
CCc1cccc(CC)c1NC(=O)COC(=O)C1(C)CC1(Cl)Cl (stereo not drawn) | -3
CNc1oc(C)nc1S(=O)(=O)c1ccccc1 | 1
OC1CCC(Nc2ncnc3sccc23)CC1 (stereo not drawn) | -1
COc1cc(OC)cc(C(=O)NC(C(=O)NCCc2ccccn2)C(C)C)c1 (stereo not drawn) | -2
CC1(C)C(c2ccccc2)=NC(c2ccccc2)N1O (stereo not drawn) | -1
COc1ccc(-c2ccc(CN3C(CC(C)C)C(=O)N(Cc4cn(Cc5ccco5)nn4)CCS3(=O)=O)cc2)cc1OC (stereo not drawn) | 0
COC(=O)C1C2C=CC3(CN(CCc4ccccc4)C(=O)C13)O2 (stereo not drawn) | 1
CC(Oc1ccc(Cl)cc1Cl)C(=O)/C=C/N(C)C (stereo not drawn) | -5
O=C(c1ccc(F)cc1)n1c(NCc2ccccc2)n[nH]c1=S | 1
CCOc1ccccc1/C=N/n1c(C)nc2ccccc2c1=O | 4
CC(C)COC(=O)NCC12C=CC(O1)C1C(=O)N(c3ccc(Cl)cc3)C(=O)C12 (stereo not drawn) | 0
CC(C)(C)C(=O)NC1CC2CCCC(C1)N2C(=O)Nc1cccc(Cl)c1 (stereo not drawn) | -2

Reprinted at random: five compounds from above.
SMILES | TbREL1 primary
COc1cc(OC)cc(C(=O)NC(C(=O)NCCc2ccccn2)C(C)C)c1 (stereo not drawn) | -2
COc1ccc(-c2ccc(CN3C(CC(C)C)C(=O)N(Cc4cn(Cc5ccco5)nn4)CCS3(=O)=O)cc2)cc1OC (stereo not drawn) | 0
CCOc1ccccc1/C=N/n1c(C)nc2ccccc2c1=O | 4
CNc1oc(C)nc1S(=O)(=O)c1ccccc1 | 1
OC1CCC(Nc2ncnc3sccc23)CC1 (stereo not drawn) | -1

Carrying on.
SMILES | TbREL1 primary
Cc1cccc2cc(C(c3nnnn3C(C)(C)C)N3CCN(C(=O)c4ccco4)CC3)c(=O)[nH]c12 (stereo not drawn) | 0
COc1cc2c(cc1OC)CN(C(=O)c1nn(Cc3ccccc3)c(=O)c3ccccc13)CC2 | -1
COc1ccc(N2CCN(c3ncccc3C#N)CC2)cc1 | -3
Cn1c(=O)[nH]c(=O)c2c1nc(N1CCOCC1)n2CCCSc1ncccn1 | -1
COc1ccc(OC)c(NC(=O)C2CCCN2C(=O)C2CCC(C)CC2)c1 (stereo not drawn) | 2
O=C(Nc1cccc(NC(=O)c2ccc(Cl)cc2Cl)c1)c1cccnc1 | -1
COc1ccc(/C=C2/N=C(SC)NC2=O)cc1OC | -1
CSc1ccccc1-c1nnc(-c2ccc(Cl)cc2Cl)o1 | 6
COc1cc(-c2nc3ccc(C)cn3c2NCc2ccccc2)ccc1SC1CCCCC1 | -4
O=C(COC(=O)c1ccc(Cl)nc1)NC1CCCCCC1 | -1
COc1ccc(-c2cc(NC(=O)c3cncn3-c3ccccc3)ccc2OC)cc1 | 0
CC1CC(=O)N(Cc2ccccc2)c2ccccc2N1C=O (stereo not drawn) | 0
CCOC(=O)c1c(N)sc2c1C1CCN2CC1 | -2
CCOC(=O)c1ccc(N2C(=O)c3n[nH]c(-c4ccco4)c3C2c2cccc([N+](=O)[O-])c2)cc1 (stereo not drawn) | 0
CCOc1ccccc1OCc1nn2c(COc3ccccc3)nnc2s1 | 4
COc1ccc(N(CC(=O)NCCC(C)C)C(=O)c2snc(C(=O)NC3CCCCC3)c2N)c(OC)c1 | -3
S=C(Nc1cc(Cl)ccc1Cl)Nn1cnnc1 | -2
Cc1ccc(S(=O)(=O)/C(C#N)=C/c2c(N3CCC(C(N)=O)CC3)nc3ccccn3c2=O)cc1 | -3
CN(C)C(=O)c1ccc(NC(=O)c2cccc(S(=O)(=O)N3CCCc4ccccc43)c2)cc1 | 0
CC(C)(C)c1ccc2c(c1)OC(C(=O)N/N=C/c1ccc[nH]1)CO2 (stereo not drawn) | -1
O=C(NNC1=NCCC1)C1CC1 | 6
COc1ccc(CC(=O)NC2CCN(Cc3nnnn3C(C)(C)C)CC2)cc1OC | 2
CCOc1ccc(NC(=O)CSc2nnc(C34CC5CC(CC(C5)C3)C4)n2C)cc1 | -1
COc1ccc(C(=O)NCCc2c[nH]c3ccccc23)cc1S(=O)(=O)N1CCOCC1 | -1
COC(=O)c1ccc[n+](CC(=O)c2ccc(Br)cc2)c1 | 11*
COc1nc(OC)nc(N2CCC(C(=O)NCC3CCCCC3)CC2)n1 | -3
COc1ccc(S(=O)(=O)N2CCOCC2)cc1C(=O)NC1CCCCC1 | -1
CC(C)CNC(=O)OCc1cn(Cc2ccccc2)nn1 | -1
COc1cccc(C(=O)NNC(=O)c2cccnc2)c1 | 0
O=C(Cc1c[nH]c2ccccc12)Nc1ccc(Nc2ccncc2)cc1 | 2
COc1ccc(-n2c(Cc3cccn3C)nnc2SCC(=O)Nc2ccc(C)cc2C)cc1 | -4
Cc1csc(SCC(=O)Nc2oc(C)c3c(C)n[nH]c(=O)c23)n1 | 2
Cn1c(SCc2ccccc2Br)nc2ccccc2c1=O | 5
CCOc1ccc2nc(SCC(=O)NC3CCCc4ccccc43)sc2c1 (stereo not drawn) | 1
O=c1[nH]c2cc3c(cc2cc1C(c1nnnn1C1CCCC1)N1CCSCC1)OCCO3 (stereo not drawn) | 2
COC(=O)C1C2CCC(C2)C1C(=O)OCC(=O)c1ccccc1 (stereo not drawn) | -3
C=CCN(C(=O)CCC(=O)Nc1cc(C)on1)C(C(=O)NC(C)(C)C)c1ccc(OC)cc1 (stereo not drawn) | -4
O=C(Nc1cccc(Br)c1)c1cc(S(=O)(=O)N2CCOCC2)cs1 | 0
COc1ccccc1-c1ccc(/C=C2\C=CC(=O)O2)o1 | 2
CCCOC1CCCN(C(=O)c2cc(COc3cncc(Cl)c3)on2)C1 (stereo not drawn) | 6
COc1cccc(-c2nc3ccccc3c(=O)o2)c1 | 1
CC12CCC(C(=O)Nc3ccccc3)(C/C1=N\O)C2(C)C (stereo not drawn) | 0
Cc1ccnn1-c1ccc(C(=O)NCc2ccccc2CN2CCOCC2)cc1 | -1
Cc1cccc(NC(=O)Nc2cccnc2)c1C | 1
Oc1ccccc1N1CCN(c2ncnc3sc(-c4ccccc4)cc23)CC1 | -1
CC(C)(C)C1CCC(=O)N(CCSc2ccccc2)CC1 (stereo not drawn) | 0
CCc1ccc(C(C(=O)NC(C)(C)CC)N(Cc2ccco2)C(=O)Cn2nnc3ccccc32)cc1 (stereo not drawn) | -4
CN(C(=O)c1cccc(NC(=O)Cc2ccc(NC(=O)C3CCCN(C(=O)C4CC4)C3)cc2)c1)C1CCC1 (stereo not drawn) | 1
CCN(CC)C(=O)COc1ccc(/C(C)=N/Nc2ncc(Cl)cc2Cl)cc1 | 1
CC(C)(C)CN1C(=O)C(=O)NC[C@@H]1CCCCN | 0
Cc1cccc(C)c1NC(=O)COC(=O)c1ccccc1O | -3
CC(C)(C)NC(=O)C(c1ccccc1)N(C(=O)CNC(=O)c1cccs1)c1cccnc1 (stereo not drawn) | -1
COC(=O)c1sc(S(=O)(=O)NCC(=O)O)c(C(=O)OC)c1C | 5
CCCCCOC(=O)C1=C(C)NC(=O)NC1c1ccccc1OCC (stereo not drawn) | 0
CC(C)n1cc(CN2CCC(n3nccc3NC(=O)CCCc3ccccc3)CC2)cn1 | 0
CSc1ccc(C(=O)N2CCc3ccc(NC(=O)c4ccccn4)cc3C2)cc1 | 2
COc1ccc(S(=O)(=O)N(C)C[C@H]2OCCCC[C@H](C)Oc3ccc(N(C)C)cc3C(=O)N([C@H](C)CO)C[C@@H]2C)cc1 | -8
Cc1ccccc1NC(=S)N(CCN(C)C)C(C)c1ccccn1 (stereo not drawn) | 14*
CC(NC(=O)COC(=O)C12CC3CC(CC(Br)(C3)C1)C2)c1ccccc1 (stereo not drawn) | -3
O=P(c1ccc2c(c1)OCCO2)(N1CCOCC1)N1CCOCC1 | 1

6 neighbouring records out of the list so far, quoted:
SMILES | TbREL1 primary
CCN(CC)C(=O)COc1ccc(/C(C)=N/Nc2ncc(Cl)cc2Cl)cc1 | 1
CC(C)(C)CN1C(=O)C(=O)NC[C@@H]1CCCCN | 0
Cc1cccc(C)c1NC(=O)COC(=O)c1ccccc1O | -3
CC(C)(C)NC(=O)C(c1ccccc1)N(C(=O)CNC(=O)c1cccs1)c1cccnc1 (stereo not drawn) | -1
COC(=O)c1sc(S(=O)(=O)NCC(=O)O)c(C(=O)OC)c1C | 5
CCCCCOC(=O)C1=C(C)NC(=O)NC1c1ccccc1OCC (stereo not drawn) | 0

(cont.)
SMILES | TbREL1 primary
CCCN(Cc1ccc(C)cc1)C(=O)c1ccc(CNS(=O)(=O)c2ccc(C(C)=O)cc2)cc1 | 1
CCC(c1nnnn1-c1ccc2c(c1)OCCO2)N1CCN(c2ccc(C)cc2)CC1 (stereo not drawn) | -4
Cc1c(NC(=S)NC(=O)c2cccc3ccccc23)cccc1C(=O)O | -2
COc1cccc2oc3ccc(C#Cc4ccccn4)cc3c(=O)c12 | -2
O=C(NCc1ccc2c(c1)OCO2)c1nc(Cn2cc([N+](=O)[O-])cn2)no1 | -1
COc1ccc(-c2cc(NC(=O)Cc3c[nH]c4ccccc34)ccc2Nc2cccnc2)cc1F | 2
CCOC(=O)N1CCN(S(=O)(=O)c2cc(Br)cc3c2N(C(C)=O)C(C)C3)CC1 (stereo not drawn) | -1
N#Cc1c(N)n[nH]c1-c1cc2c([nH]1)CCCC2 | -3
Cc1ccc(S(=O)(=O)N2c3ccccc3OCC2c2ccccc2)cc1 (stereo not drawn) | 9
COc1ccc(-c2cc(C(=O)NN=Cc3ccc(C)s3)[nH]n2)cc1 | 7
CCN(CC)C(=O)CC(c1ccc(OC)cc1)c1c(OC)cc(OC)c2ccc(=O)oc12 (stereo not drawn) | -3
CC1CC(Nc2ccccc2)=CC(=O)O1 (stereo not drawn) | 4
CSCCC(NC(=O)COc1ccccc1)C(=O)NCCOc1ccc(C)cc1 (stereo not drawn) | -3
O=C(COC(=O)[C@@H]1CCCN1S(=O)(=O)c1ccccc1F)Nc1ccc(OC(F)F)cc1 | -4
O=C(c1cc2cc([N+](=O)[O-])ccc2s1)N1CCCCC1 | 12*
CCCCN1CC[C@H](C)Oc2cc(Br)ccc2S1(=O)=O | 3
O=C(CSc1ncc(-c2ccc(F)cc2)n1Cc1ccco1)Nc1nccs1 | 2
CCN(CCCNC(=O)CNC(=O)Cn1cnc2ccccc2c1=O)c1cccc(C)c1 | -6
CN(C(=O)CSc1nnc(NC2CCCCC2)s1)C1CCS(=O)(=O)C1 (stereo not drawn) | 0
CCN(CC)c1ccc(NC(=O)CN2CCN(c3ccc(F)cc3)CC2)cc1 | -8
CCOc1ccc(C(=O)OCC(=O)Nc2cccc(S(=O)(=O)N3CCCC3)c2)cc1 | 8
CC(C)NS(=O)(=O)c1ccc(CCC(=O)N2CCCCC2)cc1 | -4
COc1ccc(S(=O)(=O)/N=C2\C=C(Nc3ccc(O)cc3)C(=O)c3ccccc32)cc1 | -1
O=C(NC1CC1)C1CC(=O)N(c2cccc(Cl)c2Cl)C1 (stereo not drawn) | 2
COc1cc2c(C(=O)NCCCN3CC(C)CC(C)C3)cn(CC(C)C)c(=O)c2cc1OC (stereo not drawn) | -2
O=C(Nc1ccc(Cl)cn1)c1ccc(Br)c(S(=O)(=O)N2CCCCC2)c1 | -1
Cc1noc(NS(=O)(=O)c2ccc(NC(=O)C(F)(F)C(F)(F)C(F)(F)F)cc2)c1C | -3
COc1ccc(S(=O)(=O)Nc2cc3c4c(c2)CCC(=O)N4CCC3)cc1C | -4
CCc1c(C)nc2ncnn2c1N1CCCC(C(=O)Nc2cc(F)ccc2C)C1 (stereo not drawn) | 4
O=C(Nc1cccc2cccnc12)c1ccc(Br)o1 | 1
COc1c(O)cccc1[C@H](O)C1CCN(CCc2ccc(F)cc2)CC1 | 5
CN(CC1CCN(CCc2cccc(C(F)(F)F)c2)CC1)C(=O)c1ccccc1 | 2
CC(=O)Nc1nc(CCC(C)C)cc2c1c(=O)oc1ccccc12 | 5
O=C(CC1C(=O)NCCN1Cc1ccccc1C(F)(F)F)NC1CCC1 (stereo not drawn) | -3

Some of the entries so far, with each value named:
COc1cc2c(C(=O)NCCCN3CC(C)CC(C)C3)cn(CC(C)C)c(=O)c2cc1OC (stereo not drawn)
  TbREL1 primary: -2

CC(=O)Nc1nc(CCC(C)C)cc2c1c(=O)oc1ccccc12
  TbREL1 primary: 5

A portion of the library. The share of hits here may be higher or lower than overall.
